# sPLA2-III inh: Inhibits HGIII-sPLA2 liposome hydrolysis, primary screen | inhibition, % at 12.2 µM | 370,000 tested, 0.56% active | Q9NZ20 | AID 743126 | QFRET BODIPY PC-A2 liposome hydrolysis, fluorescence;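 active = inhibition above mean plus 3 SD of compounds lying within the high and low control bounds, cut at about 19% in these data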;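 note: 0% = median of test compound wells and 100% = no enzyme DMSO wells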
# FXN GAA850 act: frataxin GAA850 promoter activation | 360,000 tested, 0.56% active | HEK293 lucGAA850 FXN promoter luciferase reporter, 24 h; percent of 10 µM SAHA response | activation, % at 6 µM;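 active = activation above the average of all compounds screened plus 3 SD, cutoff fixed separately per campaign, cut at about 7.5% in these data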;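 note: 0% = DMSO wells and 100% = 10 µM SAHA wells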
# GC-A act: GC-A (human) enzyme activation | 370,000 tested, 0.14% active | HEK293 GC-A cells, cGMP TR-FRET, EC30 ANP; 0% at EC30 ANP, 100% saturating ANP | activation, % at 10 µM; in the data active = activation above about 40%
# GC-B act: GC-B (human) receptor activation | P20594 | HEK293-GC-B cells, CNP EC30, cGMP TR-FRET; 0% at EC30 CNP, 100% saturating CNP | activation, % at 10 µM | 370,000 tested, 0.11% active | AID 1920062;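 active = activation at 10 µM reaching about 35% in either raw or pattern-adjusted values, limit read from the data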
# Target sequence (P20594 whole entry, looked up): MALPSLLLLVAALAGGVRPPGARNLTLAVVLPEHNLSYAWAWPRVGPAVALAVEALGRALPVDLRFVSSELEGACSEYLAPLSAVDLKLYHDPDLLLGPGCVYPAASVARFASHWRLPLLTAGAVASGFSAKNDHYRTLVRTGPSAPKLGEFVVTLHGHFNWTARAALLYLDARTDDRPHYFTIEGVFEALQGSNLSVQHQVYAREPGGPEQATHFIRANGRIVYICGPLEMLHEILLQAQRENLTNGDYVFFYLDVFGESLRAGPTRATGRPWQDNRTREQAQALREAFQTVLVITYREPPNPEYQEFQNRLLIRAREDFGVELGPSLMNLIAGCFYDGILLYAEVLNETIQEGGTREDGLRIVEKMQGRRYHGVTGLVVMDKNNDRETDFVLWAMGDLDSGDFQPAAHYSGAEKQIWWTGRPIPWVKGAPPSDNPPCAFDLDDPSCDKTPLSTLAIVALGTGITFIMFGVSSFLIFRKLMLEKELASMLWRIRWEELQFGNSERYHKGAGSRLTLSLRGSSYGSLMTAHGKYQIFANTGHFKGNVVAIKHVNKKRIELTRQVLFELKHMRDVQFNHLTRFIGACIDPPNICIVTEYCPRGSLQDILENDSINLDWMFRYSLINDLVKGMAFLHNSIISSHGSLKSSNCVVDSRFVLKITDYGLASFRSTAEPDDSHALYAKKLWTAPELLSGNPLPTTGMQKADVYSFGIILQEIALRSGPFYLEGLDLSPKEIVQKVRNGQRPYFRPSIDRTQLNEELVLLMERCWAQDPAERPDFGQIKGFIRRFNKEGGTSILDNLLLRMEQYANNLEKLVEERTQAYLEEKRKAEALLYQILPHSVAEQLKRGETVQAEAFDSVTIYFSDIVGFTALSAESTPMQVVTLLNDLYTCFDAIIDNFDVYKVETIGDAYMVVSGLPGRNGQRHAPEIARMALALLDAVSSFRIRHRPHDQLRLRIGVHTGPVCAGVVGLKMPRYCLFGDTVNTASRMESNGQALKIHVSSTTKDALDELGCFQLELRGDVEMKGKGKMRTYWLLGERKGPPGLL
# SMARCA2 act: activators of SMARCA2 function; AID 652017; 370,000 tested, 1% active; MG213 cells, MMTV-luciferase reporter, dexamethasone, overnight; activation, % at 9.1 µM; in the data active = activation above about 7.8%;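 note: 0% = vehicle wells and 100% = reference activator wells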
# DAX1 inh-1: inhibits human nuclear receptor DAX1; P51843; HEK293 Gal4-DAX1 luciferase reporter, luminescence; inhibition, % at 6.75 µM; 340,000 tested, 0.99% active; AID 504766;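 active = inhibition above the mean over all tested compounds plus 3 SD, cut at about 4.2% in these data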;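 note: 0% = DAX1-transfected cells with DMSO and 100% = empty-vector control cells with DMSO; inhibition shows as a rise in luminescence from relieved DAX1 repression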
# DAX1 inh-2: DAX1 (NR0B1) inhibition, primary screen. HEK293T StAR-luciferase reporter, SF-1/DAX-1 repression relief. inhibition, % at 6.8 µM. 370,000 tested, 1.1% active. AID 652010;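 active = inhibition above the mean over all tested compounds plus 3 SD, cut at about 3.6% in these data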;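 note: 0% = DAX-1 cells with DMSO and 100% = cells lacking DAX-1 with DMSO; higher inhibition means more luminescence from relief of DAX-1 repression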
# hgDAF12 agonist: agonists of H. glycines DAF-12 nuclear receptor; activation, % at 6.8 µM; HEK293 GAL4-hgDAF12 UAS-luciferase reporter, agonist luminescence; normalized to butyrate control; 370,000 tested, 1.8% active; AID 687014;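 active = activation above a cutoff set at the mean of all screened compounds plus 3 SD, cut at about 10% in these data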;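 note: 0% = DMSO wells and 100% = sodium butyrate wells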
# hcDAF-12 act: activators of H. contortus DAF-12 nuclear receptor; HEK293 hcDAF-12 lit1-tk-luc reporter, luminescence; 0% DMSO, 100% Δ7-dafachronic acid; activation, % at 6.8 µM; 370,000 tested, 1.4% active; AID 652067;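 active = activation above the mean of all tested compounds plus 3 SD, cut at about 5.5% in these data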;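 note: 100% = response to 3 µM Δ7-dafachronic acid high control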
# ssDAF-12 act: activators of S. stercoralis DAF-12 nuclear receptor; 370,000 tested, 1% active; AID 652126; activation, % at 6.8 µM; HEK293 ssDAF-12/GRIP1 lit1-tk-luc reporter, luminescence; % of 3 µM dafachronic acid response;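 active = activation above the mean over all tested compounds plus 3 SD, cut at about 0.9% in these data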;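 note: 0% = DMSO-only wells and 100% = 3 µM delta7-dafachronic acid wells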
# ADAM10 inh: inhibits human ADAM10 | O14672 | recombinant ADAM10, EDANS/DABCYL FRET peptide cleavage, 3 h | inhibition, % at 7 µM | 370,000 tested, 0.62% active | AID 720582;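 active = inhibition above a per-campaign cutoff equal to the mean of compounds falling between control-based bounds plus 3 SD, cut at about 20% in these data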;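 note: 0% = DMSO wells while the 100% control is not disclosed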
# An asterisk follows results filed as active; i = inactive; . = no result given.
compound	GC-A act	ssDAF-12 act	hcDAF-12 act	FXN GAA850 act	DAX1 inh-2	SMARCA2 act	GC-B act	ADAM10 inh	hgDAF12 agonist	DAX1 inh-1	sPLA2-III inh
N#Cc1cccn1-c1nccs1	-5	-1.7	-2.0	2.8	-1.1	0	-3	-3	-2.1	-0.4	-2
Oc1ccccc1C1=Nc2ncnn2C(c2ccccc2)C1 (centres undefined)	1	-0.3	0.2	1.7	-0.4	-2	-4	-15	-0.5	0.2	-4
COc1ccc(Nc2ccc([N+](=O)[O-])cn2)cn1	2	-1.1	-0.6	0.1	0.1	-1	-2	-6	1.9	1.5	1
CCCC1N2CC3([N+](=O)[O-])CN1CC([N+](=O)[O-])(C2)C3(C)C (centres undefined)	-2	-1.5	-1.5	0.1	0.3	-2	-1	0	0.1	-0.4	3
CC1CCc2c(nc3ncnn3c2Nc2ccc(OC(F)(F)F)cc2)C1 (centres undefined)	-7	-1.5	-0.5	-1.4	0.7	-1	-2	-1	-1.5	-0.5	-6
CNc1oc(-c2cccc3ccccc23)nc1C#N	19	-1.0	-1.4	0.9	-0.2	2	-11	i	2.4	0.7	7
N#CCCN(C(=O)COC(=O)c1nc(Cl)ccc1Cl)c1ccccc1	-2	-0.9	-0.4	-0.8	0.7	0	2	-8	0.2	0.3	12
CCN1CCN(c2ccc(S(=O)(=O)N3CCOCC3)cc2NC(=O)C(C)Oc2ccc(Cl)cc2)CC1 (centres undefined)	2	-1.4	-0.9	0.7	-1.3	-1	3	2	0.4	-1.2	-8
CCNc1c([N+](=O)[O-])ncn1C	2	-0.5	-0.6	0.4	-0.3	0	3	-1	-1.1	0.8	10
O=C(NCC1CCCO1)c1c(O)c2c([nH]c1=O)CCCC2 (centres undefined)	1	-1.8	0.0	2.2	1.0	8	-1	7	0.3	3.1	-1
CCOC(=O)C1=CCC(c2cccc3ccccc23)N(S(=O)(=O)c2ccc(C)cc2)C1 (centres undefined)	-2	-1.8	-1.6	.	-1.0	2	-6	9	0.2	.	-4
CCCC(=O)c1cc2c(cc1NC(=O)c1ccccc1F)OCCO2	1	0.0	-0.9	0.6	-0.5	2	-1	-1	0.8	-0.3	-1

# Next part, overlapping the part above by 2 compounds.
compound	GC-A act	ssDAF-12 act	hcDAF-12 act	FXN GAA850 act	DAX1 inh-2	SMARCA2 act	GC-B act	ADAM10 inh	hgDAF12 agonist	DAX1 inh-1	sPLA2-III inh
CCOC(=O)C1=CCC(c2cccc3ccccc23)N(S(=O)(=O)c2ccc(C)cc2)C1 (centres undefined)	-2	-1.8	-1.6	.	-1.0	2	-6	9	0.2	.	-4
CCCC(=O)c1cc2c(cc1NC(=O)c1ccccc1F)OCCO2	1	0.0	-0.9	0.6	-0.5	2	-1	-1	0.8	-0.3	-1
COc1ccccc1C#Cc1cnc2c(c1)C(=O)N([C@H](C)CO)C[C@H](C)[C@@H](CN(C)S(=O)(=O)c1cn(C)cn1)O2	2	-1.1	-1.7	-1.2	-2.4	-1	5	-28	-1.7	0.9	-5
COc1cccc2cc(C(=O)NC(C)C3CCCO3)c(=O)oc12 (centres undefined)	3	-1.3	-0.2	2.0	0.0	-1	-4	-36	2.5	0.8	6
Cc1cc(SCC(=O)NCCN2C(=O)CSC2=O)nc2ccccc12	4	-0.9	-0.2	1.1	-0.6	2	1	-1	-0.5	1.2	-13
CC(C)CNC(=O)C1(C)CCCN1C(=O)c1csnn1 (centres undefined)	-1	-0.6	-0.8	-0.2	-0.8	-2	6	-7	-1.1	.	11
Cc1ccc(C)c(S(=O)(=O)Nc2ccc(O)c(Sc3ncn[nH]3)c2)c1	-1	-1.2	-0.7	2.2	0.0	-5	1	-4	-3.2	0.4	-97
CCN1C/C(=C\c2cccc([N+](=O)[O-])c2)C(=O)/C(=C/c2cccc([N+](=O)[O-])c2)C1	3	-1.8	4.8	-0.5	0.3	-3	0	10	-0.2	-1.6	0
CC(C)N(C(=O)[C@H]1C[C@H](CC(=O)NCc2cccc(C(F)(F)F)c2)C(=O)N2CCc3c([nH]c4cc(CCC(=O)N(C)C)ccc34)[C@]12C)C(C)C	1	-0.4	-0.9	-1.6	2.0	2	6	-19	1.5	-1.2	8
CCCOc1ccc(C(C)=O)cc1CSCCC#N	2	-1.3	-0.4	1.0	-1.2	-1	0	3	-2.1	0.3	-4
O=C1NC(=O)C2(CCCCC2C2CCCCC2)N1 (centres undefined)	-1	-0.4	-0.4	2.1	-0.7	-3	0	-6	-1.4	0.8	6
O=S(=O)(NCCOc1ccc(F)cc1)c1ccc2c(c1)OCCO2	0	-1.5	-1.2	0.7	-0.4	-3	3	5	-1.5	-0.2	-11
O=C(CCC(=O)OCc1ccc(C(=O)Oc2ccccc2)cc1)Nc1cccc2ccccc12	-1	-0.9	0.7	0.6	0.5	-1	6	-1	0.7	-0.8	-4
Cc1ccccc1CN1C(=O)Nc2ccccc2C(=O)N1C(C)(C)C	-3	-1.1	-2.7	0.5	-0.5	-1	1	1	0.0	-1.0	0

# Carrying on:
compound	GC-A act	ssDAF-12 act	hcDAF-12 act	FXN GAA850 act	DAX1 inh-2	SMARCA2 act	GC-B act	ADAM10 inh	hgDAF12 agonist	DAX1 inh-1	sPLA2-III inh
CC(C)(C)n1nnnc1C(C1CC1)N1CCN(C/C=C/c2ccccc2)CC1 (centres undefined)	1	-0.8	1.9	.	0.6	0	2	-1	0.6	.	-9
CCOc1ccc(NC(=O)CSc2nc3c(c(=O)n2-c2ccccc2OC)SCC3)cc1	-4	-1.4	1.2	0.1	-3.4	-2	5	-4	3.9	-0.2	10
COc1ncnc2c1ncn2CCCN(C)Cc1ccco1	-2	-1.3	-0.1	0.2	-0.3	-6	4	-5	3.0	2.4	16
C=CCc1c(OC)ccc2ccc(=O)oc12	1	-1.1	-1.5	2.9	0.4	1	-3	-452	3.5	-1.5	-4
CN1CCC(N(C)C(=O)c2cc(S(=O)(=O)N3CCOCC3)ccc2Cl)CC1	-2	-1.8	-1.1	1.7	0.4	1	0	3	0.6	-0.6	0
COc1ccc(NC(=S)NC(=O)Cc2ccccc2)c(OC)c1	-1	-1.0	0.8	1.9	-0.4	-1	-8	-1	-0.8	0.2	2
C=CCOc1ccc(C(=O)n2cc(C(=O)OC)c3ccccc32)cc1	-1	-1.4	-0.3	-0.9	-0.2	-2	-2	0	-1.1	-1.3	-2
Cc1cc(C)cc(NC(=O)N2CCC(C(=O)c3ccc(F)cc3)CC2)c1	-3	-1.3	-1.4	0.5	-0.7	-5	-4	8	0.5	-0.1	2
CC1CC(C)(C)CC2(C1)NC(=O)N(CC(=O)Nc1ccc(N3CCCCC3)cc1)C2=O (centres undefined)	2	-0.7	-1.7	2.7	-1.5	-2	5	7	-3.1	-0.2	7
CCOc1c(Br)cc(/C=N\NC(=O)c2ccccc2)cc1OC	-4	-1.0	-1.1	3.2	0.8	2	-7	5	6.2	-0.9	-2
O=c1oc(Nc2ccc(F)cc2)nc2ccccc12	-6	-0.7	5.4	2.3	1.3	2	-7	-9	7.9	0.1	-1
Cc1ccc(/C=N/NC(=O)C2CC(=O)N(c3ccccc3)C2)s1 (centres undefined)	1	-1.4	-1.2	-0.2	0.4	-1	0	4	-1.0	0.5	6

# Next compounds:
compound	GC-A act	ssDAF-12 act	hcDAF-12 act	FXN GAA850 act	DAX1 inh-2	SMARCA2 act	GC-B act	ADAM10 inh	hgDAF12 agonist	DAX1 inh-1	sPLA2-III inh
O=C(O)c1ccc(N2C(=O)CC(N3CCN(c4cccc(Cl)c4)CC3)C2=O)cc1 (centres undefined)	3	-0.9	1.2	1.9	-0.4	-3	-1	5	-3.5	-0.5	9
S=c1[nH]nc(C2CCCCC2)n1/N=C/c1ccc(Cl)cc1	3	-1.6	-0.6	3.6	0.1	0	2	-4	-1.4	-0.1	3
C=CCn1c(SCC(=O)Nc2nncs2)nnc1-c1ccco1	2	-1.1	-1.2	-1.4	0.2	-3	2	3	2.5	0.3	-1
CCOC(=O)N1CCN(C(=O)CSc2ccccc2)CC1	0	-1.2	-1.2	2.5	-0.3	-1	1	-2	0.4	0.9	-5
CC(C)C[C@@H](NC(=O)OC(C)(C)C)C(=O)N1O[C@]23C=C[C@]14C[C@@H](O)CC[C@]4(C)C2CC[C@]1(C)[C@@H]([C@H](C)/C=C/[C@H](C)C(C)C)CC[C@H]13 (some centres undefined)	8	-1.0	-0.6	.	0.6	3	0	-128	4.5	.	2
Cc1ccc(S(=O)(=O)N2CCOCC2)cc1C(=O)OCC(=O)N(Cc1ccccc1)C(C)C	0	-1.1	-1.7	-0.2	-2.6	-3	3	-6	-2.9	-0.7	4
Clc1ccc2nc(-c3ccccc3)c(CC3CCCCC3)n2c1	9	-0.9	0.5	.	-0.3	-2	11	-10	5.0	.	-1
CCOC(=O)c1oc2ccccc2c1COC(=O)CNC(=O)c1ccco1	3	-0.7	-1.7	0.0	-0.5	0	3	-5	4.9	0.4	-5
O=C(c1ccco1)n1nc(-c2ccc(Cl)cc2)nc1NCc1ccco1	3	-1.7	-0.9	1.9	0.3	-1	-1	-3	4.3	0.9	7
CC(C)(C)OC(=O)N1CCN(C(=O)OCC2c3ccccc3-c3ccccc32)CC1C(=O)O (centres undefined)	1	-1.5	0.3	0.2	0.1	0	5	12	-0.8	1.0	8
Cc1ncoc1C(=O)NC1CCCc2c1cnn2-c1cc(F)cc(F)c1 (centres undefined)	2	-0.6	-2.4	-0.1	0.1	2	-1	-8	-0.4	-0.8	-4
COc1ccc(C(C)=O)cc1COc1ncnc2ccccc12	0	-1.7	-0.6	0.6	-0.3	-4	-2	4	-0.2	0.9	2

# (next part)
compound	GC-A act	ssDAF-12 act	hcDAF-12 act	FXN GAA850 act	DAX1 inh-2	SMARCA2 act	GC-B act	ADAM10 inh	hgDAF12 agonist	DAX1 inh-1	sPLA2-III inh
COc1ccccc1CCNS(=O)(=O)c1cc2c3c(c1)CCN3C(=O)CC2	0	-0.5	0.2	1.8	0.1	2	3	9	0.7	0.7	3
CC(C)(C)n1nnnc1C(c1cccnc1)N1CCOCC1 (centres undefined)	6	-1.4	-1.1	0.6	-0.1	-3	2	3	3.0	-0.9	-3
CC(SCc1ccccc1)C(=O)NC1CCCC1 (centres undefined)	4	-0.8	-1.6	-1.1	-0.1	-5	5	7	0.7	-0.5	-3
OC(COc1ccccc1Br)CN1CCNCC1 (centres undefined)	-2	0.9	1.3	1.6	0.4	-1	-3	4	0.2	-1.2	2
CCOc1cc2c(cc1OC)C(NC(=O)C(F)(F)F)CC2=O (centres undefined)	-2	-1.5	-1.1	-0.8	-0.6	-4	5	-22	-2.9	-0.5	4
CCOC(=O)c1sc(NC(=O)CN2CC(C)OC(C)C2)nc1C (centres undefined)	8	-0.8	-0.7	-0.3	-0.6	2	0	-1	-0.8	1.2	-1
O=C(O)CCN1C(=O)c2ccc(NC(=O)CSc3ccccc3)cc2C1=O	0	-1.3	-1.5	-0.9	-0.6	2	3	1	-2.2	-0.2	-2
CCc1nnc(NC(=O)c2cc(-c3ccncc3)nc3ccccc23)s1	4	-1.3	0.2	0.4	0.3	0	-4	-8	1.5	-0.6	12
CC1CCCN(C(=O)c2ccc3c(c2NCCO)C(=O)c2ccccc2C3=O)C1 (centres undefined)	1	-1.3	-3.0	-2.3	-1.6	1	2	2	-3.3	-0.7	17
